# MEKK2 WT-MEK5 – modulators of MEK5 binding to wildtype MEKK2, primary screen, biochemical, multiplex bead flow cytometry, Alexa488-MEK5 | Mitogen-activated protein kinase kinase kinase 2 (Homo sapiens), Q9Y2U5 | Alexa488-MEK5 binding to MEKK2 WT; actives lie on both sides | binding response (% of control), % at 10 µM | 1.1% of 290,000 active | AID 1531, 2009; in the data active means binding response below about 67% or above about 130%
# GPR7 antagonist – GPR7 receptor antagonists, primary screen, cell-based, fluorescence, single concentration. inhibition, % at 4.4 µM. 1.1% of 290,000 active. GPR7-expressing cells, fluorescence antagonist assay; in the data active means inhibition above about 16%, passing the limit was not always enough;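 further: cells stimulated with the agonist NPW; 0% = agonist with vehicle and 100% = vehicle without agonist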
# OXTR potentiate – human OXTR potentiators, primary screen, fluorescence, CHO-OTR cells, Fluo-8 calcium; Fluo-8 calcium fluorescence, potentiator mode; 0% = oxytocin EC15, 100% = EC100; 0.061% of 320,000 active; Oxytocin receptor (Homo sapiens), P30559; AID 2445, 2010; activation, % at 3 µM;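 active means activation above that plate's cutoff, the mean activation of tested compounds plus 3 SD, cut at about 6.6% in these data, passing the limit was not always enough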;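 further: 100% uses oxytocin at 75 nM as the full agonist control; some results filed as inactive read as strong as hits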
# Target sequence (P30559 whole entry, looked up): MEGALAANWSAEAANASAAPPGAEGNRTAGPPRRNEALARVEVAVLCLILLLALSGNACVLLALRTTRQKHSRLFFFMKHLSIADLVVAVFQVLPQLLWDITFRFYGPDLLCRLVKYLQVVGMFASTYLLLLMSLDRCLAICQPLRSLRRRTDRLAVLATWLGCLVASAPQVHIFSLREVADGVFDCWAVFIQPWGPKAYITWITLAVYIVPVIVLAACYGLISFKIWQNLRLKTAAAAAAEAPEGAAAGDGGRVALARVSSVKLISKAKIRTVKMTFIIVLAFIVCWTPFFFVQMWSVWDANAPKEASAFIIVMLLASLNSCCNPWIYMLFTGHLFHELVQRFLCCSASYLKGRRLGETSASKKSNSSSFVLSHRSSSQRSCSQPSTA
#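 test system = CHO-OTR cells, human receptor | compound = single-point 3.0 µM | schedule = 6 min compound pre-incubation at room temperature, 100 s kinetic read | signal = Fluo-8 no-wash calcium dye fluorescence, excitation 470-495 nm, emission 515-575 nm | repeats = single well per compound, singlicate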
# GalR3 antag – GalR3 antagonists in HEK293 cells, primary screen, cell-based, fluorescence readout. 0.44% of 360,000 active. inhibition, % at 3 µM. Galanin receptor type 3 (Homo sapiens), O60755. HEK293 GalR3-CNG cAMP membrane potential fluorescence; galR3 body fused to GalR1 C-terminus;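 active means inhibition above the screen-wide average plus 3 SD, cut at about 13% in these data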;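 further: forskolin and galanin both at EC90 stimulate the cells; cAMP rise reported by CNG channel membrane potential dye signal; 0% = forskolin plus galanin with DMSO and 100% = forskolin alone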
# Target sequence (O60755 1-299 limits assumed): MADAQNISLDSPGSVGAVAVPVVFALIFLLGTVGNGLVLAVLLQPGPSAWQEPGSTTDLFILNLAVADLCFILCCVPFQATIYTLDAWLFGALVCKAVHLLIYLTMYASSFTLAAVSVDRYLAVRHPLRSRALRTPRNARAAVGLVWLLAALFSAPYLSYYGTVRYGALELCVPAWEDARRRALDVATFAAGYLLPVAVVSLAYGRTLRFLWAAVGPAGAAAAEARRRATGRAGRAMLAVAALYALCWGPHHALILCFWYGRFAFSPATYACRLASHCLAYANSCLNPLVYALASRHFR
# M18AAP inhibitor – PfM18AAP inhibitors, malaria aminopeptidase, primary screen, biochemical, QFRET, recombinant enzyme | M18 aspartyl aminopeptidase (Plasmodium falciparum 3D7) | inhibition, % at 7.35 µM | 1.2% of 290,000 active | H-Glu-NHMec fluorogenic cleavage;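 active means inhibition above the campaign mean inhibition over all tested compounds plus 3 SD, cut at about 28% in these data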;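 further: 0% = plate median of test compound wells and 100% = 2 mM ZnCl2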
# NALP1 inh – NALP1 inflammasome inhibitors in reconstituted yeast, colorimetric, S. cerevisiae, triplicate retest | 0.61% of 280,000 active | inhibition, % at 10 µM | S. cerevisiae NALP1/ASC/caspase-1 growth, X-gal OD620, 72 h; in the data active means inhibition mostly above about 24%, no sharp cut-off; inactive means mostly below about 32%; further: some compounds called inactive have numbers as strong as hits
# V1aR counter – agonists of human V1a receptor, primary screen, counter-screen for OXTR agonist project, fluorescence, CHO-V1R cells | Vasopressin V1a receptor (Homo sapiens), P37288 | Fluo-8 calcium fluorescence, agonist mode; 0% DMSO, 100% 3 nM vasopressin | activation, % at 3 µM | 0.25% of 320,000 active | AID 2797, 2010;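 active means activation above the mean activation of all tested compounds plus 3 SD, per screening run, cut at about 20% in these data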;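 further: signal is peak over basal fluorescence ratio across a 100 second FLIPR read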
# Target sequence (P37288 whole entry, looked up): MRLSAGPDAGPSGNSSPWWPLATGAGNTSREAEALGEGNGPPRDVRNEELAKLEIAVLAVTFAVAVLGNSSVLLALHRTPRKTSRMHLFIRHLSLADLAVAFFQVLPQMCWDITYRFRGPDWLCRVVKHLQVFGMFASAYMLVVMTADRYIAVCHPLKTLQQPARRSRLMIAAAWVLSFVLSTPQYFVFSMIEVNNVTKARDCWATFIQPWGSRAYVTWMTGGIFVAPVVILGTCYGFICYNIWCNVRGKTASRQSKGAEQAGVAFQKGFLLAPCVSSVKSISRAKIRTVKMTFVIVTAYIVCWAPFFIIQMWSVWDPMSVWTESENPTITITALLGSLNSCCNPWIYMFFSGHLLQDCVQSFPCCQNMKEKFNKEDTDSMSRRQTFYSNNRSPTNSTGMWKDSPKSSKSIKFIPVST
# MEKK2 mut-MEK5 – MEK5 binding signal on mutant MEKK2 PB1, primary screen, biochemical, multiplex bead flow cytometry, Alexa488-MEK5. Alexa488-MEK5 binding to MEKK2 mutant. percent response, % at 10 µM. 0.35% of 290,000 active. AID 1530, 2009; in the data active means percent response above about 24%, passing the limit was not always enough; further: inactives centre near 1; some results filed as inactive read as strong as hits; reference of the scale not given here
# OXTR agonist – human OXTR agonists, primary screen, fluorescence, CHO-OTR cells, Fluo-8 calcium; Oxytocin receptor (Homo sapiens), P30559; Fluo-8 calcium fluorescence; normalized: DMSO 0%, oxytocin 100%; activation, % at 3 µM; 0.32% of 320,000 active; AID 2435, 2010;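 active means activation above the mean of all tested compounds plus 3 SD, cutoff set per screening run, cut at about 20% in these data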;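 further: peak over basal fluorescence ratio from a 100 s FLIPR kinetic read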
# The depositor's hits bear a star; · = not tested or not shown.
SMILES,MEKK2 WT-MEK5,GPR7 antagonist,OXTR potentiate,GalR3 antag,M18AAP inhibitor,NALP1 inh,V1aR counter,MEKK2 mut-MEK5,OXTR agonist
COc1ccc(/C=N/N=C2\SC(CC(=O)O)C(=O)N2c2ccccc2)c(OC)c1 (configuration not stated),95.0,-3.9,-3.0,4.0,-7.2,29.1,-0.5,-1.0,-0.3
COc1ccc(-c2ccc(=O)[nH]n2)cc1,100.0,-12.6,-1.4,·,-1.2,4.1,-0.4,1.0,-0.1
COc1ccc(C2NC(=O)CCC2[N+](=O)[O-])c(OC)c1 (configuration not stated),97.0,-20.5,4.9,-2.7,-4.0,4.3,-0.1,0.0,0.6
Cn1ccc(C(=O)Nc2ccc3c(c2)OCCO3)n1,111.0,-9.1,-2.6,-2.3,-3.8,9.0,0.3,11.0,-0.4
COc1cc(S(=O)(=O)NCCCn2ccnc2)ccc1Cl,104.0,2.4,-10.9,1.1,0.0,13.5,0.9,2.0,-0.3
COCCCNC(=O)c1ccc(OC)c(OC2CCN(C(C)C)CC2)c1,115.0,-18.1,-3.5,-2.4,-3.8,23.0,0.6,6.0,-0.4
O=C(CN1CCOCC1)Nc1ccc(F)cc1,101.0,-9.9,-4.6,-12.4,-12.4,25.8,0.8,-1.0,1.4
CCCC12CN3CC(C)(CN(C1)C3c1ccc(OC)cc1)C2=O (configuration not stated),108.0,12.7,-6.4,1.4,2.0,8.1,0.2,9.0,-1.2
C=C1C(C(=O)Nc2ccc(OC)cc2)C1C(=O)Nc1ccc(OC)cc1 (configuration not stated),101.0,-0.4,3.4,-6.5,0.5,-22.0,-0.7,1.0,-1.5
CC(=O)N/C(=C/c1ccc(OS(=O)(=O)c2ccc(C)cc2)cc1)C(=O)NCCO,94.0,-11.5,-3.0,-1.8,-6.4,13.0,1.0,-1.0,0.7
CCCN1CC=C2C(C#N)=C(N)C(C#N)(C#N)C(c3cc(OC)ccc3OC)C2C1 (configuration not stated),98.0,3.0,-8.7,-1.3,1.1,15.4,3.6,2.0,2.5
Cc1ccccc1C(=O)NC(=S)Nc1ccc(Cc2ccncc2)cc1,88.0,-4.0,-4.1,-3.3,-5.2,-6.0,1.0,-3.0,1.3
O=C(NC1CCN(C(=S)NCc2ccco2)CC1)C1CCCCC1,96.0,-15.2,0.2,-12.3,-3.2,20.6,0.5,2.0,0.5
COc1ccccc1CNC(=O)COC(=O)C12CC3CC(CC(O)(C3)C1)C2,·,·,-7.0,-5.4,·,·,0.2,·,-0.5
O=C(NCCC(=O)N1CCC2(CC1)NCCc1[nH]cnc12)c1ccc(Br)cc1,99.0,9.9,-4.8,1.6,0.4,1.7,0.4,1.0,-1.0
COc1ccccc1OCC(=O)Nc1cc(C(F)(F)F)ccc1-n1cncn1,·,·,-8.6,-0.2,·,·,0.6,·,0.7
CN(C(=O)c1ccccn1)c1nnc(-c2cccnc2)s1,108.0,-13.1,0.3,-2.5,3.2,-41.0,4.7,6.0,1.1
NC(=O)CC(NC(=O)Cc1ccc(Br)cc1)c1ccc(NCCc2ccc(F)cc2)c([N+](=O)[O-])c1 (configuration not stated),100.0,·,-0.1,-6.2,·,·,0.9,-1.0,0.4
CC(C)Oc1ccc(CSc2nnc3n(C)c(=O)c4c5c(sc4n23)CCCC5)cc1,99.0,-16.8,-7.1,-6.2,5.1,·,0.0,5.0,0.0
CCCCn1cnc2sc(-c3ccccc3)cc2c1=O,109.0,7.8,0.3,-4.6,4.3,-13.6,1.5,5.0,-0.6
COc1ccc(-c2noc(CN(C)C(=O)CCN3C(=O)[C@H]4CC=CC[C@H]4C3=O)n2)cc1,99.0,0.8,-7.1,-6.5,-3.6,15.3,7.6,0.0,3.4
COc1ccccc1NC(=O)CCCCC(=O)Nc1ccccc1OC,109.0,-12.1,-8.7,-9.4,3.1,7.0,0.3,3.0,-0.4
CCC(=O)NC(=S)Nc1ccc(N2CCOCC2)cc1,102.0,-6.5,-4.7,2.3,-0.7,2.5,0.6,2.0,0.8
CCCN(CC(=O)Nc1ccccc1C)C(=O)COc1ccc2c(c1)CCC2,114.0,-12.4,-4.5,1.8,1.3,14.7,-0.1,9.0,-1.7
CN1CCN(C(=O)c2ccccc2N(Cc2ccccc2)S(=O)(=O)c2ccccc2)CC1,97.0,0.9,-3.4,-7.1,-0.6,-51.0,1.0,5.0,2.6

# Whole records, quoted from the list.
# O=C(CN1CCOCC1)Nc1ccc(F)cc1 is listed as MEKK2 WT-MEK5 = 101.0; GPR7 antagonist = -9.9; OXTR potentiate = -4.6; GalR3 antag = -12.4; M18AAP inhibitor = -12.4; NALP1 inh = 25.8; V1aR counter = 0.8; MEKK2 mut-MEK5 = -1.0; OXTR agonist = 1.4
# COc1ccccc1CNC(=O)COC(=O)C12CC3CC(CC(O)(C3)C1)C2 is listed as MEKK2 WT-MEK5 = ·; GPR7 antagonist = ·; OXTR potentiate = -7.0; GalR3 antag = -5.4; M18AAP inhibitor = ·; NALP1 inh = ·; V1aR counter = 0.2; MEKK2 mut-MEK5 = ·; OXTR agonist = -0.5

# (further entries)
SMILES,MEKK2 WT-MEK5,GPR7 antagonist,OXTR potentiate,GalR3 antag,M18AAP inhibitor,NALP1 inh,V1aR counter,MEKK2 mut-MEK5,OXTR agonist
COc1ccc(S(=O)(=O)N2CCC(C(=O)NC3CC3)CC2)cc1C,102.0,9.7,-6.7,-3.8,-6.6,-7.2,0.7,-3.0,0.1
CCOc1ccc(N2CC(C(=O)Nc3cccc(S(=O)(=O)NC4=NCCC4)c3)CC2=O)cc1 (configuration not stated),106.0,-9.8,-5.3,-0.7,0.5,·,0.5,7.0,0.0
Nc1nnc(CSCc2ccc(Cl)cc2)s1,99.0,2.2,-2.9,-1.2,0.5,23.7,0.1,0.0,-0.5
N#C/C(=C\c1ccc(-c2cccc([N+](=O)[O-])c2)o1)c1nnc(N2CCOCC2)n1-c1ccccc1,104.0,-10.6,1.2,-3.6,-1.3,0.5,-1.0,-1.0,0.6
CC(NCC(=O)Nc1cc(S(=O)(=O)N2CCOCC2)ccc1Cl)c1ccc(Cl)cc1Cl (configuration not stated),·,·,-13.4,7.1,·,·,4.5,·,-0.1
COc1ccc(NC(=O)Nc2ccc3nonc3c2)cc1,97.0,-9.9,-16.6,-3.4,3.5,1.4,6.5,0.0,3.4
CC(=O)c1cccc(NC(=O)C2C(c3ccccc3)C2(Cl)Cl)c1 (configuration not stated),104.0,-17.4,-6.8,0.9,6.9,-17.8,-0.2,4.0,-1.7
CCOc1ccc(NC(=O)CCC(=O)NNC(=O)COc2ccc(C)cc2Br)cc1,101.0,-22.9,-3.4,-2.3,-8.7,9.8,0.1,5.0,3.8
O=C(O)CCNS(=O)(=O)c1cccc2nsnc12,·,·,3.4,-6.9,·,·,1.1,·,0.6
O=C(COc1ccccc1[N+](=O)[O-])N1CCN(S(=O)(=O)c2ccccc2)CC1,98.0,-1.7,-11.4,-3.1,2.1,1.9,-0.9,-2.0,-0.2
Clc1ccc(C(c2nnnn2C2CCCCC2)N(Cc2cccnc2)Cc2ccco2)cc1 (configuration not stated),106.0,3.5,·,-0.4,-0.5,-14.4,·,3.0,·
Cc1csc2nc(CNS(=O)(=O)N(C)C)cn12,107.0,-12.3,-4.0,·,1.1,-19.1,-0.1,9.0,0.9
O=C(NCCCO)C(=O)c1c(-c2ccccc2)cc2ccccn12,92.0,-12.7,-0.7,-2.2,1.5,7.9,-1.5,-6.0,-1.4
O=C(c1n[nH]c2ccccc12)N1CCN(S(=O)(=O)c2ccccc2)CC1,·,·,-7.8,-2.6,·,·,2.7,·,1.0
Cc1ccc(S(=O)(=O)NCCCCC(NC(=O)OC(C)(C)C)C(=O)O)cc1 (configuration not stated) (tested in a mixture with another compound),105.0,-10.0,-1.8,-0.3,-0.1,0.3,-0.8,3.0,-0.4
CC(c1ccccc1)C1CC(=O)N(C2CCCCC2)C1=O (configuration not stated),107.0,0.4,-6.3,-5.0,6.9,10.4,-2.0,-1.0,-2.0
COc1cc(/C=N/NC(=O)C2c3ccccc3Oc3ccccc32)ccc1O,125.0,9.2,-7.9,-4.7,18.1,-0.8,5.0,14.0,3.3
CC1=C(C(=O)OCc2ccccc2)C(c2ccccc2OS(=O)(=O)c2ccc(C)cc2)NC(=O)N1CCCC(=O)O (configuration not stated),95.0,·,-17.6,-1.0,·,·,2.7,-3.0,4.5
COC(=O)c1cc(S(=O)(=O)NCc2cccc(OC)c2)cn1C,95.0,-2.9,-3.6,3.2,1.9,3.8,0.8,2.0,0.6
CSc1ccc(S(=O)(=O)NCC(=O)OCC(=O)NCc2ccco2)cc1[N+](=O)[O-],·,·,-1.6,-1.7,·,·,-0.3,·,-0.7
O=c1[nH]c2cc3c(cc2cc1C(c1nnnn1CC1CCCO1)N1CCCCCC1)OCCO3 (configuration not stated),104.0,-11.6,-10.2,-5.9,7.6,11.8,-0.2,4.0,0.0
COc1ccccc1-c1nc2ccccc2nc1-c1ccccc1,93.0,-0.3,1.9,-7.4,-3.0,29.5,-0.6,-1.0,-1.9
COc1ccc(-c2cc3c(=O)n(CC(=O)N4CCCC4)ncn3n2)cc1,92.0,-4.8,-3.6,-6.3,1.8,16.0,0.8,-4.0,0.6
CS(=O)(=O)CCC(C(=O)N1CCOCC1)N1C(=O)c2cc(Cl)c(Cl)cc2C1=O (configuration not stated),95.0,-7.3,-18.0,-1.4,1.6,3.5,-0.1,1.0,-0.3
CCOC(=O)c1c(C)[nH]c(C(=O)COC(=O)C23CC4CC(CC(Cl)(C4)C2)C3)c1C,126.0,-0.8,-15.0,-1.4,-1.6,-8.9,0.3,15.0,0.7
CCOC(=O)C1=C(C)N=c2s/c(=C3/C(=O)Nc4ccccc43)c(=O)n2C1c1ccc(C)cc1 (configuration not stated),79.0,2.4,-12.1,-3.4,-4.4,-0.2,0.2,2.0,-0.3
COC(=O)c1c(C)noc1-c1cc(C)on1,97.0,-4.4,-7.8,0.6,-9.6,8.6,-0.4,3.0,-0.9
Cn1cnnc1SCC(=O)n1c2ccccc2c2ccccc21,109.0,-12.7,-13.6,-1.0,4.6,4.3,-1.0,7.0,-0.1

# Looked up above.
# M18AAP inhibitor result of O=C(COc1ccccc1[N+](=O)[O-])N1CCN(S(=O)(=O)c2ccccc2)CC1 = 2.1
# OXTR potentiate result of CN1CCN(C(=O)c2ccccc2N(Cc2ccccc2)S(=O)(=O)c2ccccc2)CC1 = -3.4
# MEKK2 WT-MEK5 result of CCCCn1cnc2sc(-c3ccccc3)cc2c1=O = 109.0

# Molecules from the list above that contain a thiophene ring, fused or not (two):
SMILES,MEKK2 WT-MEK5,GPR7 antagonist,OXTR potentiate,GalR3 antag,M18AAP inhibitor,NALP1 inh,V1aR counter,MEKK2 mut-MEK5,OXTR agonist
CC(C)Oc1ccc(CSc2nnc3n(C)c(=O)c4c5c(sc4n23)CCCC5)cc1,99.0,-16.8,-7.1,-6.2,5.1,·,0.0,5.0,0.0
CCCCn1cnc2sc(-c3ccccc3)cc2c1=O,109.0,7.8,0.3,-4.6,4.3,-13.6,1.5,5.0,-0.6

# Compound activity: PubChem, several laboratories
